PGK inhibitor = inhibitors of T. brucei phosphoglycerate kinase; PGK/GAPDH coupled, Kinase-Glo luminescence, 60 min; Potency, µM (series often up to 57.5 µM), without a hit: at the top dose activity change, negative = inhibition, hits mostly inhibitors; hit rate 0.043% among 380,000; AID 602233; note: potency is the fitted concentration of half-maximal effect; % is set by controls: 0 for no effect and ±100 for the full control effect; nearly all actives have a fitted effect of over 60% in size
Target sequence (P07378 whole entry, looked up): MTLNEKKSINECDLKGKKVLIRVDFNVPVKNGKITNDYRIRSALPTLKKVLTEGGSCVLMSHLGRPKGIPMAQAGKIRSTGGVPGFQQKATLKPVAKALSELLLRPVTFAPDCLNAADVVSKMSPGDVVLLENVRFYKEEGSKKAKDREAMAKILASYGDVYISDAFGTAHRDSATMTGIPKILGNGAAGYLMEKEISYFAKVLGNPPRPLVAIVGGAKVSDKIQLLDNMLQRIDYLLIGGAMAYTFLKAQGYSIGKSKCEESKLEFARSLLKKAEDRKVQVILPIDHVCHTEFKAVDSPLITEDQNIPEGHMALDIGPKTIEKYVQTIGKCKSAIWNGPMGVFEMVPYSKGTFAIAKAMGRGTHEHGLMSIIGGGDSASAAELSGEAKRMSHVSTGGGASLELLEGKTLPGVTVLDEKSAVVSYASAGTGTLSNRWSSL
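Recombinant glycosomal PGK reaction used 1,3-bisphosphoglycerate generated in-well by GAPDH (100nM final) in 100mM TEA pH 7.6, 5mM MgCl2, 0.01% Tween-20. After 60 minutes at room temperature, ATP was read by Kinase-Glo Plus luminescence end-point.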
RXFP1 antag = antagonists of human relaxin receptor RXFP1. Q9HBX9. HEK293-RXFP1, relaxin-stimulated cAMP HTRF, 30 min; hits give low values. activity change, negative = inhibition, % at 57.5 µM. hit rate 0.59% among 350,000. AID 1259400;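 active = activity change of -60% or lower, but not beyond a set lower limit; inconclusive = change between -60% and -40%, or beyond the set limit; inactive = change above -40%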; note: % is set by controls: 0 for no effect and ±100 for the full control effect
APEX1 inh = blocks human APE1 abasic DNA cleavage | P27695 | recombinant APE1, TAMRA/BHQ-2 abasic DNA cleavage fluorescence | Potency, µM (series often up to 65.8 µM), inactives show at the top dose activity change, negative = inhibition, usual class: inhibitors | hit rate 0.35% among 350,000;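 note: potency is the fitted concentration of half-maximal effect; plate controls were vehicle for no effect and reference inhibitor for full effect; nearly all actives have a fitted effect of over 55% in size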
Target sequence (P27695 whole entry, looked up): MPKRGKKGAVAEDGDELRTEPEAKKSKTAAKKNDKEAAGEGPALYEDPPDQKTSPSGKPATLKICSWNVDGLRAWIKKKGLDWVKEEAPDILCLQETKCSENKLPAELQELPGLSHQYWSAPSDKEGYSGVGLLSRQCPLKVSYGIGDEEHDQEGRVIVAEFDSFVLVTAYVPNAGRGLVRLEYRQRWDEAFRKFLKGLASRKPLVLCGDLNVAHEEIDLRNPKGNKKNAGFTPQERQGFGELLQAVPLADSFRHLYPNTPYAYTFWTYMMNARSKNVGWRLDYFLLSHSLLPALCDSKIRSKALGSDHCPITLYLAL
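0.75 nM APE1 + cpd, 15 min RT; start w/ 50 nM TAMRA/BHQ-2 THF-abasic dsDNA; kinetic fluor 525/598 nm ×3 reads @60 s; Δ(read3−read1); normalized to DMSO and NSC13755 control wells.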
Apoferritin bind = candidate novel general anesthetic via apoferritin binding. P02791. apoferritin/1-aminoanthracene competitive binding, fluorescence. Potency, µM (top dose mostly 77.5 µM), without a hit: at the highest dose activity change, negative = displacement, most hits filed as inhibitors. hit rate 0.074% among 350,000. AID 485281; note: potency is the fitted concentration of half-maximal effect; % is set by controls: 0 for no effect and ±100 for the full control effect; nearly all actives have a fitted effect of over 20% in size
Target sequence (P02791 2-175 limits assumed): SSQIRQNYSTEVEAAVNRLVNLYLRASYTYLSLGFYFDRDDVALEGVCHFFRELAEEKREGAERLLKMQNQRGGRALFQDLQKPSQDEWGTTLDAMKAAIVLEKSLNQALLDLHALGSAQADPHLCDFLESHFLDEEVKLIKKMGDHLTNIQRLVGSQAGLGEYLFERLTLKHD
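Apoferritin-based anesthetic binding model; compound displacement of fluorescent 1-AMA measured as endpoint fluorescence after 10 minutes at room temperature, scaled to free-ligand and complex controls.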
Pol iota inh = blocks human DNA polymerase iota activity | Pol iota fluorescent replication assay, 10 min | Q9UNA4 | hit rate 1% among 390,000 | Potency, µM (series often up to 115 µM), without a hit: top-dose activity, negative = inhibition, usual class: inhibitors; note: potency is the fitted concentration of half-maximal effect
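Fluorescent replication assay read twice, at 0 min and 10 min after adding 50 nM (final) substrate. Enzyme (10 nM) and compounds were first incubated 15 min at room temperature; enzyme-free buffer wells were negative controls.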
POLH inh = inhibitors of human DNA polymerase eta; Q9Y253; recombinant Pol eta, fluorescent DNA replication assay; Potency, µM (highest dose often 114 µM), inactives show top-dose activity change, negative = inhibition, hits mostly inhibitors; hit rate 1.2% among 390,000; AID 588591; note: potency is the fitted concentration of half-maximal effect; % is set by controls: 0 for no effect and ±100 for the full control effect
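Pol eta (10 nM) was preincubated with compounds for 15 min at room temperature, after which fluorescent replication substrate (50 nM final) was added to start the reaction. Fluorescence was read kinetically at 0 and 10 min.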
POLK inh = blocks human DNA polymerase kappa activity. Potency, µM (highest dose often 107 µM), without a hit: at the top dose activity, negative = inhibition, hits mostly inhibitors. hit rate 0.53% among 400,000. Q9UBT6. purified Pol kappa, fluorescent DNA synthesis assay, 10 min; note: potency is the fitted concentration of half-maximal effect; % is set by controls: 0 for no effect and ±100 for the full control effect
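Pol kappa 10 nM + cpd, 15 min RT; start w/ substrate 50 nM final; fluorescence kinetic read, 0 and 10 min. Neg ctrl: buffer, no enzyme.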
BLM helicase inh = inhibitors of human Bloom syndrome helicase BLM. P54132. recombinant BLM DNA unwinding, fluorescence dequenching. Potency, µM (titrated, usually from 56.1 µM), for the others: at the highest dose activity change, negative = inhibition, most hits filed as inhibitors. hit rate 0.2% among 350,000;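 note: potency is the fitted concentration of half-maximal effect; plate controls were vehicle for no effect and no enzyme for full effect; nearly all actives have a fitted effect of over 35% in size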
Pol beta inh = blocks human DNA polymerase beta activity. P06746. Pol beta primer extension/strand displacement, fluorescence kinetic. Potency, µM (series often up to 114 µM), for inactives: at the top dose activity change, negative = inhibition, most hits filed as inhibitors. hit rate 1.3% among 340,000; note: potency is the fitted concentration of half-maximal effect; % is set by controls: 0 for no effect and ±100 for the full control effect
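Pol beta (10 nM) and compounds were preincubated 15 min at room temperature, then 50 nM substrate (final) started primer extension/strand displacement. Reads were taken at 0 and 10 min; concentration-response data were fitted to a four-parameter Hill equation.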
Starred values were filed as active, the others as inactive; i = inactive; u = inconclusive; x = no result given; [ ] = remark or other dose. Unless noted, calls come from the whole dose curve; as a rule, active = well fitted curve in the direction sought with a large enough effect; inconclusive = small, poorly fitted or top-dose-only effect, or another doubt; inactive = no such curve, though single readings can be large; an effect the other way counts as inactive or inconclusive. A portion of the library; count on the stated rates, not on these rows.

SMILES | PGK inhibitor | RXFP1 antag | APEX1 inh | Apoferritin bind | Pol iota inh | POLH inh | POLK inh | BLM helicase inh | Pol beta inh
CC(=O)Nc1ccc(C)c([N+](=O)[O-])c1 | -4.4% | -19.5 | -6.3% | -6.0% | 41.4%[activator] | -23.2% | 2.3% | 1.8% | 25.8%
Clc1ccc(CSc2nnc(-c3ccc4c(c3)OCO4)o2)cc1 | -2.4% | -6.2 | -0.7% | u | 8.3% | -13.9% | -10.2% | -1.7% | 0.6%
O=C(Oc1ccccc1Cl)c1cc(-c2ccc3c(c2)OCCO3)on1 | i | x | x | -20.1% | -8.0% | -15.8% | -20.6% | -1.6% | -9.0%
O=Cc1c(-c2ccccc2)cc2oc3ccccc3cc1-2 | x | 6.8 | 11.7% | -0.8% | u | -4.0% | -12.6% | -8.5% | -1.1%
CCOC(=O)c1ccc(NC(=O)c2ccccc2)cc1 | -5.2%[11.5 µM] | -6.0 | -2.6% | -2.4% | u | 5.8% | -0.6% | -0.7% | -0.7%
Cc1cc(C)cc(NC(=O)c2cc(S(=O)(=O)N3CCC(C)CC3)cn2C)c1 | 8.1% | x | x | 4.5% | 4.0% | -19.2% | -10.5%[60.1 µM] | 0.6% | 7.9%
Cc1ccc(SC(C)C(=O)Nc2ccc(S(=O)(=O)N3CCOCC3)cc2)cc1 (stereo not given) | -1.8% | -5.2 | -4.9% | u | 4.5% | -12.5% | u | 0.1% | u
CCOc1ccc(C(C(=O)NC2CCCC2)N(C(=O)c2snc(C(N)=O)c2N)c2cccc(O)c2)cc1 (stereo not given) | i | -14.3 | 74.6%[activator][12.4 µM] | u | u | -17.3% | -12.4% | -7.4% | u
O=C(/C=C/Nc1ccc(OC(F)(F)F)cc1)C(F)(F)F | -2.7% | -7.8 | 1.2% | -16.1% | 5.3% | -5.8% | -14.4% | -3.1% | 5.1%
CCOC(=O)c1oc2ccc(S(=O)(=O)n3nc(-c4ccc(OC)cc4)cc3N)cc2c1C | -6.8% | x | 2.2% | -0.2% | u | -12.8% | -4.4% | -6.4% | 1.2%

Brought forward from above: 3 compounds; new compounds follow.
SMILES | PGK inhibitor | RXFP1 antag | APEX1 inh | Apoferritin bind | Pol iota inh | POLH inh | POLK inh | BLM helicase inh | Pol beta inh
CCOc1ccc(C(C(=O)NC2CCCC2)N(C(=O)c2snc(C(N)=O)c2N)c2cccc(O)c2)cc1 (stereo not given) | i | -14.3 | 74.6%[activator][12.4 µM] | u | u | -17.3% | -12.4% | -7.4% | u
O=C(/C=C/Nc1ccc(OC(F)(F)F)cc1)C(F)(F)F | -2.7% | -7.8 | 1.2% | -16.1% | 5.3% | -5.8% | -14.4% | -3.1% | 5.1%
CCOC(=O)c1oc2ccc(S(=O)(=O)n3nc(-c4ccc(OC)cc4)cc3N)cc2c1C | -6.8% | x | 2.2% | -0.2% | u | -12.8% | -4.4% | -6.4% | 1.2%
O=C(COC(=O)c1cc(NS(=O)(=O)c2cccs2)ccc1O)Nc1ccc(F)c(F)c1F | -5.2% | -10.1 | 14.7% | -17.3% | 103.9%[activator] | -20.9% | -5.7% | -5.0% | -0.8%
CC(C)=CC(=O)OCC(=O)Nc1cc([N+](=O)[O-])ccc1F | -2.5% | 4.7 | -0.5% | -12.5% | 3.7% | -5.8% | -4.1% | 3.3% | 2.6%
Cc1c(C(=O)N/N=C/c2cccnc2)sc(=S)n1C | -6.6% | x | 0.1% | 1.8% | -3.8% | -0.5% | -3.9% | 0.5% | 1.0%
Clc1ccc(SCc2cn3ccsc3n2)cc1 | -13.8% | 4.6 | 10.4% | -21.6% | -4.6% | -7.9% | -6.3% | 0.2% | 9.7%
CC(C)NC(=O)CN1CCN(C(=O)c2ccc3oc(CCCc4ccccc4)nc3c2)CC1 | 0.6% | -1.3 | 14.6% | -11.3% | 2.2% | -6.2% | -16.5% | -0.4% | 8.9%
CCS(=O)(=O)N1CCC(C(=O)NCc2ccc(OC)cc2OC)CC1 | i | 6.7 | 2.7% | 1.5% | 18.6% | -19.9% | -8.2% | -12.7% | 14.0%
CC(=O)NCCNc1nc(-c2ccccc2CN(C)C)nc2ccccc12 | x | x | -3.6% | 3.3% | x | x | -3.7%[60.1 µM] | 73.5%[activator] | x
CCCN(CC(=O)Nc1ccc(C(N)=O)cc1)CC(=O)Nc1ccccc1C | -9.9% | 0.5 | 3.0% | -6.5% | 8.8% | -20.4% | 4.6% | -2.0% | -0.3%
Cc1c(C(=O)Nc2ccccc2)sc2nc(-c3cc4cc(Cl)ccc4oc3=O)[nH]c(=O)c12 | i | -7.0 | x | -6.6% | -5.7% | -8.0% | -7.5% | -5.6% | 0.1%
O=C(NCc1cccc(F)c1)c1noc2c1CCCC2 | -9.5% | x | -7.5% | -8.8% | 19.4% | -15.5% | 1.4% | -1.6% | -4.3%
COc1ccc(S(N)(=O)=O)cc1-c1nnc2c3ccccc3c(C)nn12 | -6.6% | 12.4 | 3.9% | -2.3% | 3.6% | -6.3% | -26.0% | 0.1% | 8.0%
FC(F)(F)c1cc(-c2ccco2)nc(NCc2cccnc2)n1 | 2.2% | -33.4 | -6.0% | u | 33.6%[activator] | -9.6% | -10.0% | -1.9% | -22.3%
Cn1c(C(C#N)C(=O)c2ccco2)nc2ccccc21 (stereo not given) | i | 3.9 | -2.0% | 169.3%[activator] | -14.0% | -14.9% | -0.7% | -2.0% | 3.2%
CC(Cc1ccccc1)NC(=O)c1cc([N+](=O)[O-])ccc1Cl (stereo not given) | -3.6% | 17.0 | 3.0% | 0.7% | -7.7% | 7.1% | -6.5% | -0.9% | 11.6%
CCN(CC)C(=O)CP(=O)(c1ccccc1)c1ccccc1 | i | -0.4 | 2.8% | -7.8% | 10.1% | -23.0% | -11.9% | 0.3% | 11.5%
Clc1ccc(Sc2cc(N3CCOCC3)nc(-c3ccccc3)n2)cc1 | -1.5% | -7.4 | 0.0% | -8.4% | -8.7% | -6.9% | -22.3% | -1.4% | 8.5%
CC(C)n1c(SCC(N)=O)nc2c1c(=O)[nH]c(=O)n2C | -1.2% | x | 9.9% | -10.4% | 32.4%[activator] | -25.8% | -0.5% | -0.3% | 9.7%
Cn1ccnc1SCc1cccc([N+](=O)[O-])c1 | -8.1% | -14.1 | 23.8%[12.4 µM] | -14.0% | 19.9% | -2.0% | 7.5% | -0.3% | 16.9%
CCOC(=O)c1c(NC(=O)CSc2nnc(CNc3ccc(C)cc3C)o2)sc(C)c1C | i | -10.8 | 10.6% | 3.7% | u | -17.1% | -2.4% | -2.3% | 10.8%
Cc1nccc(-c2ccc3c(c2)OCO3)n1 | -4.1% | -3.8 | -1.8% | -11.2% | 66.8%[activator] | -12.7% | 1.3% | -4.7% | u
O=C(CSc1nnc2ccccn12)NC(=O)Cc1ccccc1 | -0.6% | -14.3 | -0.7% | -5.9% | 33.6%[activator] | -11.9% | 1.0% | 0.5% | 0.4%
CN(C(=O)C1CCN(c2ncnc3c2nc2n3CCCCC2)CC1)c1ccccc1F | -6.3% | -5.4 | x | -12.8% | 11.4% | -20.8% | -4.8% | 0.6% | -17.0%
O=C(NCc1ccccc1C(F)(F)F)C1CCC(=O)N(C2CCCCCC2)C1 (stereo not given) | 2.1% | -0.3 | -7.7% | -9.8% | 33.9%[activator] | -9.7% | -6.4% | -6.9% | 2.6%
Cc1cc(C)c2nc(NC(=O)c3ccc(S(=O)(=O)N4CCc5ccccc54)cc3)sc2c1 | 0.1% | -6.6 | x | -16.3% | -13.3% | 12.9% | -11.5%[60.1 µM] | -3.1% | -9.1%
CC(CCc1ccccc1)NC(=O)CSc1ccccn1 (stereo not given) | i | 0.6 | -4.4% | -8.0% | u | -1.4% | -3.4% | 4.5% | 14.9%
CC(=O)N1CCN(C(=O)Cn2c(=O)oc3ccccc32)CC1 | 9.1% | -3.9 | -4.1% | -3.0% | 15.4% | -22.0% | -0.4% | 0.4% | 34.8%
CC(=O)Nc1ccc(S(=O)(=O)N2CCC(C(=O)O)(c3ccccc3)CC2)cc1 | i | 9.0 | 26.7% | 1.1% | 24.9% | -4.7% | -26.4% | -2.4% | 19.2%
O=C(CCc1nnc(CCC2CCCCC2)o1)NCc1ccon1 | 1.1% | 9.7 | 13.6% | u | 12.1% | 1.0% | -4.3% | -3.0% | 18.2%
COc1cc(NC(=O)COC(=O)c2ccc3ccccc3n2)cc(OC)c1 | -0.3% | -6.1 | -10.5% | x | 20.8% | -7.5% | -14.7% | x | x
COc1ccccc1NNC(=O)c1cc(C(C)(C)C)nn1Cc1ccccc1 | -8.9% | -8.9 | -1.9% | -17.0% | 20.0% | -10.1% | -5.7% | -11.7% | -23.2%
CCOC(=O)C1=CN(Cc2ccco2)S(=O)(=O)N(CC)C1c1ccc(F)c(Cl)c1 (stereo not given) | -1.7% | x | -11.8% | x | u | -10.2% | -10.7% | x | x
Cc1cc(O)ccc1Nc1nc(-c2sc(N)nc2C)cs1 | -3.8% | 5.4 | -8.6% | -12.2% | u | -6.1% | 2.6% | -0.1% | 1.3%
O=c1ccc2cc(S(=O)(=O)Nc3ccc(F)c(Cl)c3)ccc2[nH]1 | -3.9% | x | x | -6.3% | -4.5% | -13.8% | -2.0%[60.1 µM] | -1.6% | -10.8%
O=[N+]([O-])c1cc([N+](=O)[O-])c(Oc2cc(Cl)ccc2Cl)cc1NC1CCCCCCC1 | -2.7% | x | -14.9% | -14.0% | -29.8% | 2.8% | -4.7% | -1.2% | 11.2%
O=C(NCCc1ccccc1)C1CCCN1C(=O)Nc1ccccc1 (stereo not given) | i | -14.4 | 43.2% | -2.3% | -15.7% | -8.2% | 6.1% | -3.4% | 7.1%
CN(C(=O)c1cc2sccc2n1C)C1CCCCC1 | -2.1% | -11.8 | -2.4% | -10.0% | -9.0% | -12.4% | -4.9% | 2.7% | 9.9%
c1ccc(CNc2nc(NCc3ccco3)nc(N3CCOCC3)n2)cc1 | -9.2% | -5.8 | -3.5% | -9.6% | 25.6% | -23.0% | 0.8%[60.1 µM] | -6.2% | 0.2%

Compound activity (PubChem BioAssay)
